Bioassay records as filed in PubChem.
M. tuberculosis HTS: M. tuberculosis growth inhibition, HTS (AID 449762). M. tuberculosis H37Rv growth inhibition, 7H9 media; higher % means a stronger effect. inhibition, % at 25 µM, or IC50 in µM where a hit was titrated. 330,000 compounds, 0.59% hits; in the data active = a potency from the dose series; inconclusive = inhibition above about 70% without an active follow-up result;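 also: bacterial growth assessed after seven days of incubation; strong numbers were not always called active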
inhibitors of VEEV: inhibitors of VEEV TC-83 cytopathic effect, confirmation, Vero cells (AID 588727); Vero cells, VEEV TC-83 cytopathic effect inhibition; higher % means a stronger effect; inhibition, % at 20 µM; hits with a dose series show IC50 in µM; 350,000 compounds, 0.13% hits; in the data active = a potency from the dose series; inconclusive = inhibition mostly from about 14% at the one dose, without a potency; inactive = the rest, 99 in 100 with inhibition below about 12%; also: strong numbers were not always called active
M. tuberculosis: growth inhibition of non-replicating M. tuberculosis (AID 488890) | Mycobacterium tuberculosis non-replicating, growth inhibition; higher % means a stronger effect | inhibition, % at 25 µM, or IC50 in µM where a hit was titrated | 320,000 compounds, 0.39% hits; in the data active = a potency from the dose series; inconclusive = inhibition mostly from about 82% at the one dose, without a potency; inactive = the rest, 99 in 100 with inhibition below about 76%;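 also: plate controls were DMSO cells for no effect and high antibiotic wells for full effect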
Salmonella PhoP GFP: PhoP regulon inhibitors, Salmonella typhi PhoP promoter GFP reporter, confirmatory (AID 1850); Salmonella Typhi PhoP-promoter GFP reporter, fluorescence, 4 h; higher % means a stronger effect; one-dose inhibition, % at 50 µM; IC50 in µM for titrated hits; 310,000 compounds, 0.33% hits; in the data active = a potency from the dose series; inconclusive = inhibition mostly from about 25% at the one dose, without a potency; inactive = the rest, 99 in 100 with inhibition below about 19%;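 also: 0% = induced wells with vehicle and 100% = uninduced wells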
H1N1 NS1A inhibition: H1N1 influenza NS1A inhibitors, functional cell based assay (AID 504329). inhibition, % at 12.5 µM; hits with a dose series show IC50 in µM. 340,000 compounds, 0.3% hits. NS1A functional cell-based assay, percent inhibition; higher % means a stronger effect; in the data active = a potency from the dose series; inconclusive = inhibition above about 27% without an active follow-up result; also: strong numbers were not always called active
inhibitors of VEEV 10K pilot screen: also measured in inhibitors of VEEV; calls as there; inhibition, %; measured here: 10K pilot screen inhibition
Starred values were filed as active, the others as inactive; i = inactive; u = inconclusive; x = not tested or not shown.

SMILES	M. tuberculosis HTS	inhibitors of VEEV	M. tuberculosis	Salmonella PhoP GFP	H1N1 NS1A inhibition	others
COc1ccc(N2CCN(c3oc(COc4ccc(Cl)cc4Cl)nc3C#N)CC2)cc1	26%	5.9%	9%	-3%	3%
CC(C)CC(NC(=O)OC(C)(C)C)c1cn([C@@H](Cc2cc3ccccc3[nH]2)C(=O)N2CCN(C(=O)OC(C)(C)C)CC2)nn1 (some centres undefined)	-8%	3.4%	36%	-5%	-3%
CC1CCN(c2nnc(N)s2)CC1	x	i	x	x	-1%
O=[N+]([O-])c1ccc(-c2cnc[nH]2)cc1	5%	0.1%	10%	1%	x
COc1cccc(NC(=O)C(=O)NCc2ccncc2)c1	-4%	1.0%	10%	-4%	1%
CCN(CC)C(=O)CCc1nnc(CCc2c[nH]c3ccccc23)o1	5%	0.3%	3%	-4%	6%
O=C(CCN1C(=O)c2ccccc2C1=O)NC(=S)Nc1ccccc1	3%	1.6%	15%	-6%	-9%
CCCC1CCC(c2ccc(C(N)=O)cc2)CC1 (centres undefined)	-3%	0.3%	-15%	-11%	4%
CCCCN(C(=O)/C=C/c1ccc(OC)cc1)C1CCS(=O)(=O)C1 (centres undefined)	-5%	2.8%	-2%	-9%	-3%
Cc1ccc(SCCC(=O)NNC(=O)c2ccccc2F)cc1	11%	2.4%	40%	x	-7%
CCOc1ccc(-n2c(COc3ccccc3)nnc2SCC(N)=O)cc1	-11%	5.4%	-1%	0%	-5%
O=C(CNC(=O)c1ccccc1)NCC(=O)OCC(=O)c1ccccc1	0%	1.3%	-3%	-3%	-3%
Clc1ccc(NC2=NCCC2)cc1Cl	2%	0.8%	11%	-2%	-3%
CCO[C@@H]1OC(C(=O)N2CCCCCCC2)=C[C@H](c2ccc(C(F)(F)F)cc2)[C@H]1CCCO	2%	0.1%	14%	-10%	13%
CCOC(=O)c1c(SCc2ccccc2)n[nH]c1N	2%	0.2%	36%	-7%	-2%
CC(=O)c1c(C(C)=O)c(C)n(-c2ccc(N)cc2)c1C	-3%	2.2%	-5%	4%	1%
CC(C)(C)c1ccc(S(=O)(=O)N2CCC(N3CCCCC3)CC2)cc1	1%	8.9%	21%	4%	8%
O=C(Nc1ccccc1Cl)C1C(c2ccccc2)C1(Cl)Cl (centres undefined)	-9%	i	43%	-4%	-16%
c1ccc(CNC2CC3CCC2C3)cc1 (centres undefined)	x	5.8%	x	x	1%
CCOC(=O)CN1C(=O)N(c2ccccc2OC)S(=O)(=O)c2ccccc21	4%	0.7%	11%	-2%	-4%
NC(=O)CSc1nnc(-c2ccccn2)n1Cc1ccco1	-3%	0.3%	-6%	7%	-20%
S=C(c1ccccc1)N1CCSCC1	-4%	0.1%	-10%	-4%	-6%
CSCCC(NC(=O)c1ccc(Cl)cc1Cl)C(=O)NCc1ccccn1 (centres undefined)	-2%	2.8%	-6%	-7%	-8%
COc1ccc(Nc2nc3ccccc3nc2NS(=O)(=O)c2cccs2)cc1	-6%	i	-2%	2%	-3%
CC(=O)N1CCN(c2ccc(NC(=O)c3ccccc3Cl)cc2)CC1	-2%	0.5%	0%	3%	-1%
CCOc1cc(/C=C(\C#N)C(=O)NCC2CCCO2)ccc1O (centres undefined)	-7%	1.8%	-12%	-1%	-3%
CC(C)c1ccccc1OCCNC(=S)NC(=O)c1cccnc1	-1%	2.0%	49%	6%	-3%
CC(C)(C)OC(=O)N1CCC[C@@H]1C(=O)N1CCC(C(=O)O)CC1	6%	1.0%	-6%	-4%	-1%
Cn1cc([N+](=O)[O-])c(C(=O)Nc2ccc(-c3nc4ccccc4o3)cc2)n1	-7%	12%	-8%	0%	2%
CC(C)(C)CN1C(=O)C(=O)NC[C@H]1Cc1cccc2ccccc12	-1%	1.1%	-5%	-7%	-5%
COc1cc2[nH]c(=S)n(NC(=O)CC(C)C)c(=O)c2cc1OC	-8%	2.1%	6%	6%	0%
O=C1C2C3CCC(C3)C2C(=O)N1CNc1ccccc1 (centres undefined)	8%	i	18%	9%	4%
CCc1ccc(NC(=S)Nn2cnnc2)cc1	-5%	0.1%	60%	4%	-3%
C#CCOCCOCCOCCNc1nc(N2CCN(C(=O)Cn3cc(CCO)nn3)CC2)nc(N2CCN(C(=O)[C@H](C(C)C)n3cc(CCO)nn3)CC2)n1	-9%	0.3%	1%	-4%	-9%
N#CCC(=O)N1CCn2c1nc1ccccc12	-1%	0.7%	-9%	-5%	-10%
CCCn1c(SC(C)C(=O)NCC2CCCO2)nc2sc(CC)cc2c1=O (centres undefined)	3%	6.7%	4%	-7%	17%
Cc1ccc(C)c(NC(=O)CSc2nnc(CNC(=O)c3ccco3)n2C)c1	0%	1.1%	-4%	-5%	-6%
OCCC1CN(Cc2ccc(F)cc2)CCN1CCc1ccccc1 (centres undefined)	6%	i	10%	6%	4%
Cc1cc2nc(SC(C)C(=O)O)[nH]c2cc1C (centres undefined)	-10%	1.1%	-9%	-2%	-3%
O=C(c1cccc(Cl)c1)N(Cc1cccs1)C1CCS(=O)(=O)C1 (centres undefined)	-8%	0.2%	5%	0%	-3%
O=C(CCC1CCCCC1)Nc1nncs1	5%	i	39%	-7%	-8%
c1csc(-c2nc3nc4ccccc4nc3n2Cc2ccc3c(c2)OCO3)c1	8%	7.0%	20%	-8%	-5%
Cc1c(CCC(=O)N2CCC[C@H]2C(=O)O)c(=O)oc2cc3oc4c(c3cc12)CCCC4	9%	0.9%	14%	-2%	-1%
CCCC(=O)Nc1cccc(C(=O)Nc2nccs2)c1	-1%	7.0%	-7%	-2%	3%	inhibitors of VEEV 10K pilot screen=2.0
COC(=O)Cc1c(O)ccn(CCc2ccccc2)c1=O	-11%	1.3%	-6%	-3%	3%
CCS(=O)(=O)NCC(c1ccco1)N1CCN(c2ccccc2F)CC1 (centres undefined)	8%	i	-9%	-5%	-7%
CCc1ccc(N2CC(O)(c3cccs3)[N+]3=C2SCCC3)cc1 (centres undefined)	-1%	3.7%	28%	6%	9%
Cc1cc(C)c(-n2c(SCCS(=O)(=O)c3ccc(F)cc3)n[nH]c2=O)c(C)c1	-2%	6.0%	78%	8%	0%
Cn1cccc1C(=O)OCc1cc(-c2ccco2)on1	-4%	0.1%	-2%	x	-2%
O=C(c1ccco1)N1CCN(C(c2ccccn2)c2nnnn2C2CCCC2)CC1 (centres undefined)	5%	i	-9%	-3%	-13%
COc1ccc(-c2csc(NC(=O)COC(=O)C3=COCCO3)n2)cc1	4%	1.9%	7%	2%	14%
Cc1ccc(OCCC(=O)OCC(=O)Nc2ccc(Cl)cn2)cc1	3%	0.2%	51%	5%	3%
CCn1c(Cc2ccccc2)nnc1SCC(=O)Nc1nc(C)c(C)s1	-2%	1.1%	4%	-11%	2%
CC(C)CN(C(=O)CN(C)C(=O)Cc1ccccc1Cl)c1c(N)n(CC(C)C)c(=O)[nH]c1=O	-4%	1.4%	11%	-5%	-2%
COc1ccc(-c2noc(-c3ccccc3C(=O)Nc3cccnc3)n2)cc1	8%	9.1%	37%	-5%	-6%
O=C(c1cnsn1)N1CCC(CO)(Cc2ccc(Cl)cc2)CC1	-2%	2.0%	-5%	4%	0%
CCOC(=O)c1cc2c(=O)n3ccccc3nc2n(CC(C)C)c1=NC(=O)c1c(-c2c(F)cccc2Cl)noc1C	2%	5.9%	-10%	0%	-10%
COc1ccc(C(=O)/C=C/Nc2cccc(O)c2)cc1	-7%	1.9%	29%	-10%	0%
O=C(NC1(C(F)(F)F)C(=O)Nc2c1c(=O)[nH]c(=O)n2-c1ccccc1)c1cccnc1 (centres undefined)	0%	0.7%	-2%	-6%	-9%
CC1Oc2ccccc2C(=O)N(CC(=O)c2ccc3c(c2)OCCO3)C1=O (centres undefined)	1%	2.1%	-6%	7%	-3%

Grouped by structure, those above containing a cyano group.
SMILES	M. tuberculosis HTS	inhibitors of VEEV	M. tuberculosis	Salmonella PhoP GFP	H1N1 NS1A inhibition	others
COc1ccc(N2CCN(c3oc(COc4ccc(Cl)cc4Cl)nc3C#N)CC2)cc1	26%	5.9%	9%	-3%	3%
CCOc1cc(/C=C(\C#N)C(=O)NCC2CCCO2)ccc1O (centres undefined)	-7%	1.8%	-12%	-1%	-3%
N#CCC(=O)N1CCn2c1nc1ccccc12	-1%	0.7%	-9%	-5%	-10%

Later entries
SMILES	M. tuberculosis HTS	inhibitors of VEEV	M. tuberculosis	Salmonella PhoP GFP	H1N1 NS1A inhibition	others
C=CCOC(=O)C1=C[C@@H](c2ccc3c(c2)OCO3)C[C@@H](OCCCCO)O1	3%	1.5%	-5%	2%	-6%
Cc1ccccc1S(=O)(=O)Cc1ccc(C(=O)NCCN(CC(C)C)CC(C)C)o1	3%	i	20%	-11%	3%
O=Cc1c[nH]c2ccc(C(=O)c3ccccc3)cc12	3%	1.4%	39%	-9%	-25%
CCn1nc(C)cc1C(=O)N1CCc2c([nH]c3ccccc23)C1c1cc(F)ccc1F (centres undefined)	62%	8.5%	5%	9%	x
COC(=O)c1ccc(COC(=O)c2cccn2C)o1	-8%	0.4%	21%	6%	1%
CCOC(=O)NCCOC(=O)Nc1ccc(Cl)cc1	-11%	0.4%	54%	-4%	5%
CC(=O)Nc1ccc(S(=O)(=O)Nc2nc(CN3CCOCC3)nc3sc4c(c23)CCCC4)cc1	-6%	3.0%	10%	2%	-4%
COc1ccc(S(=O)(=O)N(C)C)cc1NCC(=O)Nc1ccc(F)cc1F	3%	i	0%	-21%	-3%
Cc1cccc(OC(C)C(=O)N2CCCN(C)CC2)c1C (centres undefined)	2%	0.6%	1%	20%	-3%
Cc1ccc(S(=O)(=O)NC(C)(C)CSc2nnc(Nc3ccccc3)s2)cc1	-1%	4.6%	-3%	-7%	-4%
CCN1C(=O)/C(=C/c2cn(C)nc2C)SC1=S	-4%	3.4%	-12%	-3%	6%	inhibitors of VEEV 10K pilot screen=2.1
Cc1nc2cc3ccccc3cc2s1	x	0.2%	x	x	-28%
Cc1ccc(NC(=O)Cn2nnc(C(=O)NCc3cccs3)c2N)cc1F	11%	1.7%	5%	-15%	-2%
CCOC(=O)NC(=O)C(=CNc1ccccc1C)C(=O)NC(=O)OCC	3%	0.6%	-8%	-7%	2%
CCCOC(=O)c1ccc(NC(=O)C(CC)CC)cc1	-3%	0.3%	61%	-7%	-4%
Cn1c(=O)oc2cc(S(=O)(=O)N3CCCC3)ccc21	-2%	1.2%	-6%	0%	-1%	inhibitors of VEEV 10K pilot screen=0.7
Brc1ccc(C2N3CCCN23)cc1 (centres undefined)	6%	0.3%	-11%	7%	-2%
O=C(CSc1nnc(-c2cccs2)n1Cc1ccccc1)NCc1ccc2c(c1)OCO2	-11%	2.0%	21%	0%	3%
CC1CCN(S(=O)(=O)c2ccc(NC(=O)C3CC3)cc2)CC1	2%	1.8%	-12%	-3%	-5%
COc1ccc(C(C)=O)cc1COc1nc(C)nc2ccccc12	-8%	1.3%	2%	1%	-1%
O=c1c2ccccc2nc(-c2ccco2)n1-c1ccccc1	-8%	7.5%	5%	-1%	-24%
CCCCn1c(O)c(C(C)=NCCCN(C)C)c(=O)[nH]c1=O	4%	i	5%	-8%	-2%
O=C(c1ccc(-c2ccccc2)cc1)N1CCN(c2ncccn2)CC1	2%	0.3%	21%	12%	21%
Cc1nc2c(-c3ccc(F)cc3)cnn2c(N)c1-c1ccccc1	u	4.2%	52%	-12%	0%
O=C1C=CC(=O)N1c1cccc(-c2ccccc2)c1	u	1.9%	u	1%	14%
Cc1c(NC(=O)C(C)OC(=O)c2ccc([N+](=O)[O-])cc2Cl)c(=O)n(-c2ccccc2)n1C (centres undefined)	x	0.1%	x	x	-4%
O=C(Nc1cccc(F)c1)/C(=C\c1cccnc1)NC(=O)c1ccco1	8%	i	14%	-5%	-4%
O=C(Cn1c(NCCCl)nc2ccccc21)c1ccc(Br)cc1	8%	i	22%	10%	-3%

Four compounds out of the list, sorted by formula weight, falling:
SMILES	M. tuberculosis HTS	inhibitors of VEEV	M. tuberculosis	Salmonella PhoP GFP	H1N1 NS1A inhibition	others
CC1CCN(S(=O)(=O)c2ccc(NC(=O)C3CC3)cc2)CC1	2%	1.8%	-12%	-3%	-5%
Cn1c(=O)oc2cc(S(=O)(=O)N3CCCC3)ccc21	-2%	1.2%	-6%	0%	-1%	inhibitors of VEEV 10K pilot screen=0.7
O=C1C=CC(=O)N1c1cccc(-c2ccccc2)c1	u	1.9%	u	1%	14%
Brc1ccc(C2N3CCCN23)cc1 (centres undefined)	6%	0.3%	-11%	7%	-2%
